FXIa mix inh – FXIa protease inhibitors in compound pools, primary screen, biochemical, 10-compound mixtures; Coagulation factor XI (Homo sapiens), P03951; purified FXIa, fluorogenic substrate, pooled mixtures; inhibition, % at 5 µM; 62,000 compounds, 0.19% hits;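 also: each value is inhibition by a whole ten-compound pool holding the compound; 0% = enzyme with no mixture and 100% = wells lacking enzyme; strong numbers were not always called active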
CatB mixtures – cathepsin B inhibitors from pooled compounds, primary screen, biochemical, compound mixtures, AMC fluorescence; Purified cathepsin B, AMC dipeptide fluorescence; inhibition, %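 (ten-compound pools at 5 µM per compound and 50 µM total)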; 62,000 compounds, 0.06% hits; P07858; AID 488, 2006; in the data active = inhibition above about 22%, passing the limit was not always enough;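 also: 0% = enzyme without compound and 100% = no enzyme blank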
FXIIa mix inh – human factor XIIa inhibitors, primary screen, biochemical, pooled compound mixtures, fluorogenic substrate | 62,000 compounds, 0.2% hits | purified FXIIa | inhibition, % at 5 µM;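 also: 0% = enzyme without compound and 100% = no enzyme blank; some results filed as inactive read as strong as hits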
Target sequence (P00748 20-372 limits assumed): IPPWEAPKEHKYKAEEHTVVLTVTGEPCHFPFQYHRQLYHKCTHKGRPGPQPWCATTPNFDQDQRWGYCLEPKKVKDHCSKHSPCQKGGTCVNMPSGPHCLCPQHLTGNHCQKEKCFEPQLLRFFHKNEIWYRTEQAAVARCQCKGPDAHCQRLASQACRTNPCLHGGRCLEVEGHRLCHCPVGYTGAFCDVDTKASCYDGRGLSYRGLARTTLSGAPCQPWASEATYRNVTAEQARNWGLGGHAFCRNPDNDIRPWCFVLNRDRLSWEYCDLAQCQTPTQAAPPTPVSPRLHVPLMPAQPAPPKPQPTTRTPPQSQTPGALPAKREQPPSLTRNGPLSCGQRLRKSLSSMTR
Target sequence (P00748 373-615 limits assumed): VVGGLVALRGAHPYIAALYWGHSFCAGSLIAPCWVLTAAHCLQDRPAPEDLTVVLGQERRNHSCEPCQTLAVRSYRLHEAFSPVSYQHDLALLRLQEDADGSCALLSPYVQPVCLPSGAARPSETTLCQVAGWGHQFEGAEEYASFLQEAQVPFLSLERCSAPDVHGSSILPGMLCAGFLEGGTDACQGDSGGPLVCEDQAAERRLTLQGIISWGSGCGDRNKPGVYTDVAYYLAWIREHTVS
CatB inh – human cathepsin B inhibitors, primary screen, biochemical, fluorogenic substrate. inhibition, %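 (tested at 10 µM)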. 63,000 compounds, 0.1% hits. purified cathepsin B, fluorescence. AID 453, 2006. P07858; in the data active = inhibition above about 21%;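 also: 0% = enzyme with no compound and 100% = no enzyme blank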
CatG inh – human cathepsin G inhibitors, primary screen, biochemical, pooled compound mixtures, AMC fluorescence. inhibition, % at 5 µM (by protocol). purified enzyme, AMC-tetrapeptide fluorescence. 62,000 compounds, 0.2% hits. AID 581, 2007. P08311;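 active = inhibition above 20% in each of the two mixture wells holding the compound; inactive = inhibition of 20% or less in either well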;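 also: 0% = enzyme control without mixture and 100% = blank lacking enzyme; strong numbers were not always called active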
Target sequence (P08311 21-244 limits assumed): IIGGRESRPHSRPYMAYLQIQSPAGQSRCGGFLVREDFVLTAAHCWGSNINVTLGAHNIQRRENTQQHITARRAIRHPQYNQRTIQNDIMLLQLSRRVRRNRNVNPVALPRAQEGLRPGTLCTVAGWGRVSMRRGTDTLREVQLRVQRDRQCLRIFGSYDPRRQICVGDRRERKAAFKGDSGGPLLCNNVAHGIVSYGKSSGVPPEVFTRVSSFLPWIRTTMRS
CatL block – inhibitors of human cathepsin L, biochemical | Procathepsin L (Homo sapiens), P07711 | purified cathepsin L, fluorogenic substrate, fluorescence | inhibition, %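 (tested at 10 µM)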 | 58,000 compounds, 0.17% hits; in the data active = inhibition above about 45%;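 also: 0% = enzyme with no compound and 100% = no enzyme blank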
C1s inh – complement C1s protease inhibitors, primary screen, biochemical, 10-compound mixtures; purified C1s, fluorogenic AMC substrate, pooled mixtures; mean inhibition % of two 10-compound mixtures (active compounds read high), % at 5 µM (by protocol); AID 538, 2006; 62,000 compounds, 0.16% hits; Complement C1s subcomponent (Homo sapiens), P09871;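 active = inhibition above 20% in each of the two 10-compound mixture wells holding the compound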;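 also: 0% = enzyme wells lacking compound mixture and 100% = no-enzyme blank wells; some compounds called inactive have numbers as strong as hits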
CatS block – inhibitors of human cathepsin S, biochemical, compound mixtures. AID 501, 2006. inhibition, %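 (tested at 5 µM per compound within 10-compound mixtures)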. recombinant cathepsin S, AMC dipeptide fluorescence, pooled mixtures. 62,000 compounds, 0.06% hits. P25774; in the data active = inhibition above about 32%, passing the limit was not always enough;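 also: 0% = enzyme without compound and 100% = blank without enzyme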
Target sequence (P25774 115-331 limits assumed): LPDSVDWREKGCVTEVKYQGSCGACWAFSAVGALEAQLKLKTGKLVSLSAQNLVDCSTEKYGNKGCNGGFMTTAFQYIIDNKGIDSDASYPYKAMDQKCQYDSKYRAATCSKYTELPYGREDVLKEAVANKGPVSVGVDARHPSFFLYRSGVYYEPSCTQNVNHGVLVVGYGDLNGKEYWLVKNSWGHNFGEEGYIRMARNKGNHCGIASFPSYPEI
AP ELISA ortho – alternative complement pathway inhibitors, primary screen, biochemical, ELISA, human serum, orthogonally pooled compounds | 62,000 compounds, 0.08% hits | LPS-coated ELISA, C3 deposition; tested in compound mixtures | inhibition, % at 5 µM;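 active = inhibition above 30% in each of the two pooled mixtures holding the compound, so the lower value exceeds 30%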;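 also: 0% = serum in Mg-EGTA without compound and 100% = EDTA serum blank; some compounds past the cut are filed as inactive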
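Test system: human serum alternative complement pathway, C3 deposition on LPS-coated wells; also added: Plate-bound LPS; doses: 5 µM per compound in ten-compound mixtures; schedule: 1 h at 37 °C; detection: Anti-C3 ELISA, OD 450 nm; evaluation: percent inhibition of C3 deposition onto LPS; repeats: two pool placements per compound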
An asterisk follows results filed as active; nt = not tested or not shown. Rule as the data show it, unless noted: active = inhibition above about 20% (passing the limit was not always enough); inactive = the rest. These rows are one share of the data, so the mix of outcomes need not match the whole.

FXIa mix inh | CatB mixtures | FXIIa mix inh | CatB inh | CatG inh | CatL block | C1s inh | CatS block | AP ELISA ortho | smiles
5 | 8 | 4 | 1 | -1 | 2 | 1 | -8 | 22 | Cc1cc2ccccc2c(=O)n1CC(=O)Nc1ccc2c(c1)OCO2
4 | 1 | 5 | 8 | -10 | 21 | -10 | 24 | -35 | O=C(CCn1cnc2ccccc2c1=O)Nc1nc2c(s1)CCCC2
1 | 6 | -1 | 7 | -3 | 7 | -9 | 13 | 14 | CC(=O)Nc1ccc(-c2nnn(CC(=O)c3ccccc3)n2)cc1Cl
3 | 5 | -2 | 2 | 9 | 4 | 11 | -3 | 4 | CN1CCCC(OC(=O)CCCC(=O)OC2CCCN(C)C2)C1 (centres undefined)
-2 | 1 | 10 | 2 | 6 | 5 | -26 | -5 | 13 | Cc1noc(C)c1C(=O)Nc1sc(C)c(-c2ccccc2)c1C#N
1 | -4 | -18 | 1 | -3 | 6 | -11 | 7 | -4 | Cc1ccccc1NC(=O)CSc1nnnn1C
5 | 1 | 3 | 0 | -1 | -1 | -3 | 2 | 4 | O=C(C1CCN(S(=O)(=O)c2cccs2)CC1)N1CCCCCC1
15 | 5 | 4 | 0 | 12 | -2 | 15 | 16 | 2 | Cc1cc(Cl)cc2c1NC(=O)[C@]21[C@@H]2C(=O)N(Cc3ccccc3)C(=O)[C@@H]2[C@@H]2CCCN21
8 | 5 | -2 | -1 | 11 | -8 | 15 | -1 | 9 | COc1cc2c(cc1OC)C(C(=O)NCC1COc3ccccc3O1)C(c1cccnc1)N(C)C2=O (centres undefined)
2 | 23 | -6 | 1 | -1 | -7 | 0 | 2 | 11 | CCOc1ccccc1NC(=O)NC1CC2CCCC(C1)N2Cc1nnnn1CCc1ccccc1 (centres undefined)
10 | 8 | -20 | 2 | 13 | 8 | 17 | 17 | 13 | Cc1ccc2cc(CN(Cc3ccc(F)cc3)Cc3nnnn3C3CCCC3)c(=O)[nH]c2c1
3 | 0 | -3 | 1 | -6 | -2 | -5 | -7 | -1 | CC1=CCC(C(=O)O)C(C(=O)O)C1 (centres undefined)
-3 | 1 | -21 | 5 | 8 | 14 | -13 | 9 | -2 | Cn1c(CCNC(=O)c2ccc(F)cc2)nc2ccccc21
6 | -5 | -14 | 2 | 8 | 13 | 11 | -6 | 3 | CCOC(=O)Cn1cnc2c(nnn2-c2ccc(OC)cc2)c1=O
-1 | 7 | 7 | 0 | -11 | 0 | -9 | 4 | -3 | Cn1nnnc1SCC(=O)Nc1c(Cl)cccc1Cl
2 | 25 | -2 | 7 | -1 | -1 | -4 | 3 | -1 | COc1ccc(Oc2c(C)oc3cc(OC(=O)N4CCOCC4)ccc3c2=O)cc1
11 | 7 | 14 | 7 | 11 | 10 | 16 | 11 | 1 | C/C(=N\O)C1(C)N(O)C(C)(C)C(c2ccc(Br)cc2)=[N+]1[O-] (centres undefined)
11 | 3 | 4 | 2 | 11 | 11 | 17 | 12 | 7 | COc1ccc(OC)c2sc(NC(=O)c3ccc(Cl)s3)nc12
0 | 7 | 3 | 3 | 14 | 11 | 39 | -5 | 20 | N#Cc1c(NC(=O)CCN2C(=O)c3ccccc3C2=O)oc(-c2ccccc2)c1-c1ccccc1
0 | 3 | -2 | 5 | -11 | 1 | 9 | 28 | -9 | O=c1cc(CN2CCN(c3ccc(F)cc3)CC2)nc2sccn12
7 | 2 | 3 | 2 | 8 | -7 | 14 | -10 | 12 | O=C(O)Cn1cc(C(=O)C2CC2)c2ccccc21
6 | 0 | 6 | 0 | 9 | 5 | 3 | -7 | 17 | O=C(NCCCN1CCCCC1)c1ccc2c(c1)NC(=O)C(N1CCCCC1)S2 (centres undefined)
6 | 1 | 5 | 7 | 7 | 4 | 11 | -2 | 5 | Cc1cc(NC(=O)CN2CCN(c3ncccn3)CC2)no1
3 | 3 | 3 | 4 | 3 | 7 | 6 | 13 | 2 | COc1ccc(OC)c(NC(=O)CCN2CCCCC2)c1
-1 | 2 | 4 | 5 | -7 | 13 | -3 | 10 | -17 | O=C(c1ccc(Cl)cc1)c1ccccc1C(=O)N1CCOCC1
-16 | -3 | -13 | 4 | -1 | 24 | -72 | -10 | 10 | COc1ccccc1NC(=O)CCN1CCCCCC1
12 | 1 | 3 | 6 | 9 | 17 | 14 | 4 | 1 | CC1(C)CC(=O)c2cn3c(nc2C1)nc1ccccc13
4 | 3 | -15 | 0 | 10 | 22 | 11 | 4 | 4 | Cc1ccc2cc(CN(C(=O)c3cccnc3)C(C)C)c(=O)[nH]c2c1
2 | 1 | 4 | -1 | -17 | -1 | -15 | 5 | -22 | CN(C(=O)c1cnccn1)c1nnc(-c2cnccn2)s1
-48 | -24 | 6 | 1 | -34 | 34 | -145 | -24 | 12 | CCOC(=O)c1cc2cc(C)ccc2[nH]1
-1 | 0 | 6 | 2 | 5 | 18 | 0 | 4 | -7 | CCOC(=O)c1csc(NC(=O)CSc2nnnn2CC)n1
1 | -1 | 7 | 0 | 7 | 9 | -7 | 6 | 3 | COc1cc2cc(CN(Cc3nnnn3Cc3ccco3)C3CCCCC3)c(=O)[nH]c2cc1OC
-8 | -1 | 17 | 0 | 3 | 14 | -25 | 8 | 2 | O=C(O)c1c(Cl)c(Cl)c(Cl)c(Cl)c1C(=O)N1CCOCC1
10 | 0 | 10 | -6 | -1 | 9 | 0 | -14 | 3 | CSc1cccc(NC(=O)c2ccco2)c1
7 | 5 | 19 | -9 | -1 | -5 | -24 | -3 | 16 | O=C(OCC(=O)N(C1CCCCC1)C1CCCCC1)c1cnccn1
4 | 5 | 13 | 2 | 3 | 50* | -10 | -2 | 14 | COc1ccccc1S(=O)(=O)Cc1ccc(C(=O)NCCN2CCCCCC2)o1
-22 | -10 | 3 | 2 | -26 | -8 | -23 | -15 | 7 | CCOC(=O)CCCNC(=O)CCNC(=O)c1ccc(OC)cc1
0 | 4 | -1 | -2 | 3 | -86 | -42 | -10 | 9 | Cc1ccc(S(=O)(=O)c2c(N)n(CC3CCOC3)c3nc4ccccc4nc23)cc1 (centres undefined)
6 | 4 | -3 | -1 | 2 | nt | 8 | 4 | 15 | CC(/C(O)=C(\C#N)c1nc2ccccc2n1C)N1C(=O)c2ccccc2C1=O (centres undefined)
1 | 3 | -15 | -2 | 10 | 14 | 11 | 6 | 7 | COc1ccccc1CNC(=O)c1ccc(CNc2c(N3CCCC3)c(=O)c2=O)cc1

Four neighbouring records already listed, for reference:
FXIa mix inh | CatB mixtures | FXIIa mix inh | CatB inh | CatG inh | CatL block | C1s inh | CatS block | AP ELISA ortho | smiles
-22 | -10 | 3 | 2 | -26 | -8 | -23 | -15 | 7 | CCOC(=O)CCCNC(=O)CCNC(=O)c1ccc(OC)cc1
0 | 4 | -1 | -2 | 3 | -86 | -42 | -10 | 9 | Cc1ccc(S(=O)(=O)c2c(N)n(CC3CCOC3)c3nc4ccccc4nc23)cc1 (centres undefined)
6 | 4 | -3 | -1 | 2 | nt | 8 | 4 | 15 | CC(/C(O)=C(\C#N)c1nc2ccccc2n1C)N1C(=O)c2ccccc2C1=O (centres undefined)
1 | 3 | -15 | -2 | 10 | 14 | 11 | 6 | 7 | COc1ccccc1CNC(=O)c1ccc(CNc2c(N3CCCC3)c(=O)c2=O)cc1

(next part)
FXIa mix inh | CatB mixtures | FXIIa mix inh | CatB inh | CatG inh | CatL block | C1s inh | CatS block | AP ELISA ortho | smiles
8 | 2 | 2 | 0 | 12 | 2 | 17 | 0 | 9 | CC(=O)Nc1cccc(NC(=O)c2c(-c3ccccc3Cl)noc2C)c1
6 | 4 | -21 | -1 | -4 | -9 | -11 | 16 | -8 | CCCOc1ccc(C(=O)C(c2ccccc2)N2CCOCC2)cc1 (centres undefined)
0 | 6 | 5 | -3 | -2 | 0 | -35 | -5 | 13 | CC(C)NCC(O)COc1ccc(CCOCC2CC2)cc1 (centres undefined)
7 | 5 | 0 | -1 | -2 | -27 | -21 | 5 | 7 | Cc1cc(C(=O)O)c(=O)[nH]c1C
13 | 9 | 12 | 2 | 0 | nt | -2 | 11 | 0 | Cc1ccc(-n2c(-c3ccncc3)nnc2-c2ccco2)cc1
0 | -3 | -4 | 2 | -2 | 12 | -33 | -7 | 9 | CCOC(=O)N1CCC(NC(=O)c2cc(S(=O)(=O)N3CCCC3)cn2C)CC1
-12 | -1 | 13 | nt | 5 | nt | -44 | -10 | 17 | CCc1nc2c(n1O)CCc1nonc1-2
4 | 7 | 3 | 1 | -1 | 11 | -1 | 5 | 20 | O=C1CCCN1CCCNc1ncnc2c1cnn2-c1ccc(Cl)cc1
6 | -1 | 5 | 0 | -5 | -2 | 2 | -4 | 6 | O=C(Nc1ccccc1)N1CCCC2CCCCC21 (centres undefined)
-2 | 2 | -11 | -2 | 5 | nt | -1 | -2 | 4 | CSc1nc(-c2ccccc2)nc(N2CCCC2)c1C(C)=O
1 | -3 | 3 | 2 | -10 | -1 | -13 | -3 | 0 | CC(=O)c1cccc(NC(=O)C2CCN(S(=O)(=O)c3ccc(F)cc3)CC2)c1
0 | 2 | 6 | 2 | 13 | 6 | 16 | -1 | 11 | Nc1nc2c(s1)CCc1c-2cnn1-c1ccccc1
6 | 2 | 5 | 2 | -2 | 7 | -1 | 2 | 9 | Cc1ccc(OCc2nc(C#N)c(NCc3ccco3)o2)cc1
1 | 10 | 12 | 1 | -9 | 18 | -34 | 22 | -17 | Cc1cc2ncn(CCOc3ccccc3C#N)c2cc1C
12 | 5 | 3 | -1 | 10 | 20 | 12 | 9 | 4 | O=C(CC(=O)c1ccccc1O)c1cccc(F)c1
1 | -1 | -17 | 3 | 3 | nt | -28 | -44 | 13 | CCc1ccc(NC(=O)CSc2nc3c(c(=O)n(C)c(=O)n3C)n2C)cc1
6 | 2 | -1 | 0 | 2 | 1 | 5 | -1 | -5 | CCn1c(-c2ccccc2O)n[nH]c1=S
4 | -4 | 4 | 2 | -10 | 6 | -116 | -9 | 13 | Cc1oc(C(C)(C)C)cc1C(=O)Nc1ccc(C(=O)O)cc1
2 | -7 | 3 | 4 | 6 | 0 | -7 | -9 | 11 | Cc1ccc(-c2ccc(/C=N/n3cnnc3)o2)cc1Cl
2 | -2 | 2 | 4 | 2 | 12 | -1 | -18 | 10 | CCOc1ccc(N(C)S(=O)(=O)c2ccc3[nH]cc(C(=O)NCC4CCCO4)c(=O)c3c2)cc1 (centres undefined)
2 | 5 | 1 | -1 | 6 | 8 | -9 | -5 | 11 | C=CCOc1nc2c(c(=O)n(C)c(=O)n2C)n1C
12 | -3 | 9 | 1 | 4 | 2 | 5 | 2 | 10 | COc1cccc(OC)c1C(=O)N1CCN(c2ccccn2)CC1
-15 | 2 | 4 | 10 | 6 | -4 | -33 | -5 | 7 | CNC(=O)c1ccsc1NC(=O)c1ccccc1
1 | 5 | 1 | 10 | -11 | 9 | -22 | 12 | -4 | COc1ccc(N2CCN(C(=O)C3CCCN(S(=O)(=O)c4cccc5cccnc45)C3)CC2)cc1 (centres undefined)
2 | -2 | 2 | nt | 1 | nt | 6 | -3 | -1 | CN1CCN(c2ccc(NC(=O)Cc3ccccc3)cc2)CC1
4 | 6 | 5 | -1 | 12 | -10 | 14 | 0 | 18 | Cc1onc(-c2ccccc2Cl)c1C(=O)NCc1cccs1

Compound activity as filed in PubChem.
